Screening data: PubChem, several laboratories
INS promoter inh = TRM-6 insulin promoter activity inhibition. TRM-6 cells (human fetal islet line), insulin promoter-eGFP reporter, imaging; reporter expression induced with tamoxifen. inhibition, % at 2 µM. actives 0.9% (n = 130,000);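 active = inhibition above the mean plus 3 SD, with well images judged a real hit on visual review, cut at about 60% in these data, passing the limit was not always enough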
sdo1 growth = sdo1-depleted yeast growth rescue. S. cerevisiae sdo1-depleted JHY4D growth rescue, OD600 30 h; active compounds read high; pdr5 snq2 efflux-pump mutant strain. z-score at 10 µM. AID 817. actives 0.21% (n = 140,000);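 active = z-score above 3 at both the 24 hr and the 30 hr optical density reads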;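 note: z-score against mean and SD of all compound wells on the same plate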
sdo1 growth Rescue 24 h = second read-out of sdo1 growth, no call of its own (marks repeat the call); z-score; S. cerevisiae sdo1-depleted JHY4D growth rescue, OD600; measured here: growth rescue at 24 h;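 0 is the plate mean of compound wells and units are plate SD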
* marks the source's active call; other numbers are inactive results; · = not tested or not shown; & = joins results of further samples.

SMILES	INS promoter inh	sdo1 growth	sdo1 growth Rescue 24 h
O=C1CCc2cc(S(=O)(=O)N3CCC(C(=O)NC4CCCc5ccccc54)CC3)ccc2N1 (stereo not drawn)	·	0.55	0.2
CCc1ccccc1NC(=O)N1CCCC(CCC(=O)N(C)CCc2ccccn2)C1 (stereo not drawn)	-30	·	·
O=C1N/C(=N/O)S/C1=C/c1cccc([N+](=O)[O-])c1	-8	·	·
O=C(NC1(C(F)(F)F)NC(=O)N(Cc2cccnc2)C1=O)c1ccccc1 (stereo not drawn)	29	0.54	-0.58
O=C(Cc1ccccc1)N/N=C/c1ccc(Cl)cc1Cl	30	-2.3	-1.8
O=C(CN1C(=O)NC2(CCCCCC2)C1=O)c1ccc2c(c1)OCCO2	-14	-0.37	-0.23
Cc1ccccc1C(=O)NC(NCC1CCCO1)C(Cl)(Cl)Cl (stereo not drawn)	·	1.3	1.5
O=C(Nc1c(F)c(F)c(F)c(F)c1F)C1CCCCC1	-35	0.2	-0.36
NS(=O)(=O)c1ccc(CNC(=O)c2ccc(Br)o2)cc1	13	2.1	1.7
O=C(CC1SC(=NCC2CCCO2)NC1=O)Nc1cccc2ccccc12 (stereo not drawn)	19	0.24	-0.43
COc1ccc(C(=O)/C=C/Nc2ccc([N+](=O)[O-])cc2)cc1	-11	0.23	0.05
Cc1cc(C)n(CCc2nc(-c3cc4ccccc4o3)cs2)n1	13	-0.94	-1.1
COc1cccc(N2CCN(C3CC(=O)N(c4ccc(Cl)cc4)C3=O)CC2)c1 (stereo not drawn)	31	0.02	-0.26
COc1ccc(/C=C/C2=NN(C)C(=O)CC2)cc1	85*	·	·
Cc1cnc(Nc2nc3ccccc3o2)nc1C(=O)Nc1cccc(C(F)(F)F)c1	15	-2.7	-1.5
CCOC(=O)C1=C(C)NC(SCC(N)=O)=C(C#N)C1c1ccccc1 (stereo not drawn)	-25	0.14	-0.82
CCOc1cc(/C=C2/C(=N)N3OC(C)=CC3=NC2=O)ccc1OC	-7	·	·
CCCCNC(=O)Nc1ccon1	33	0.78	0.23
C/C(=N/OC(=O)c1ccc(C)cc1)c1ccc(N2C(=O)C3CCCCC3C2=O)cc1 (stereo not drawn)	-3	-1.3	-1.3
COC(=O)CCN(C(=O)c1cccc(OC(C)=O)c1)c1ccccn1	37	1.6	1.3
CCOC(=O)N1CCC(NC(=O)c2cc3c(=O)n(C)c4ccccc4c3n2C)CC1	·	-0.57	-0.98
COc1ccc(S(=O)(=O)N(C(C)=O)c2ccc3oc(=O)sc3c2)cc1	·	-1.1	-0.97
COc1ccc2occ(C(=O)c3ccc(N=C(C)N(C)C)cc3)c2c1	14	-0.11	0.2
CCN(CC)C(=O)c1cc(-c2ccc(Br)cc2)on1	-20	-1.1	-1.1
CC(=O)Nc1cc(C(F)(F)F)ccc1OCC1CCCO1 (stereo not drawn)	-50	1.1	1.3
CCOC(=O)N1CCC(N2Cc3cccc(C(=O)N4CC(C)CC(C)C4)c3C2=O)CC1 (stereo not drawn)	-6	0.26	-0.17
CCn1cnc2cc(NS(=O)(=O)c3ccc(C)cc3)ccc21	-31	0.57	0.24
COC(=O)c1ccc(CNC(=O)COc2ccccc2Br)o1	-6	-0.12	-0.02
Cc1ccc(S(=O)(=O)NCC(c2cccnc2)N2CCOCC2)cc1 (stereo not drawn)	-65	·	·
Clc1ccc(Cl)c(OCCN2CCOCC2)c1	-200	-0.34	-0.51

6 entries picked at random from the list so far, as already listed:
SMILES	INS promoter inh	sdo1 growth	sdo1 growth Rescue 24 h
Clc1ccc(Cl)c(OCCN2CCOCC2)c1	-200	-0.34	-0.51
CCCCNC(=O)Nc1ccon1	33	0.78	0.23
Cc1ccc(S(=O)(=O)NCC(c2cccnc2)N2CCOCC2)cc1 (stereo not drawn)	-65	·	·
CC(=O)Nc1cc(C(F)(F)F)ccc1OCC1CCCO1 (stereo not drawn)	-50	1.1	1.3
CCOC(=O)N1CCC(N2Cc3cccc(C(=O)N4CC(C)CC(C)C4)c3C2=O)CC1 (stereo not drawn)	-6	0.26	-0.17
CCN(CC)C(=O)c1cc(-c2ccc(Br)cc2)on1	-20	-1.1	-1.1

Entries listed above that bear a hit mark in INS promoter inh:
SMILES	INS promoter inh	sdo1 growth	sdo1 growth Rescue 24 h
COc1ccc(/C=C/C2=NN(C)C(=O)CC2)cc1	85*	·	·

Given in markdown: entries from further up
| SMILES | INS promoter inh | sdo1 growth | sdo1 growth Rescue 24 h |
| --- | --- | --- | --- |
| CCCCNC(=O)Nc1ccon1 | 33 | 0.78 | 0.23 |
| COC(=O)CCN(C(=O)c1cccc(OC(C)=O)c1)c1ccccn1 | 37 | 1.6 | 1.3 |
| CCOC(=O)N1CCC(NC(=O)c2cc3c(=O)n(C)c4ccccc4c3n2C)CC1 | · | -0.57 | -0.98 |

(next part)
SMILES	INS promoter inh	sdo1 growth	sdo1 growth Rescue 24 h
COc1ccccc1-c1nc(C#N)c(N2CCCCCC2)o1	28	-1.6	-1.4
Cc1cnc(SCCc2ccncc2)nc1C	13	0.33	0.25
O=C(CSc1cccc2cccc(Cl)c12)NCc1cccs1	-28	-1.3	-1.1
CC(C)CCNC(=O)CCc1nnc(COc2ccccc2)o1	33	·	·
O=C(Cc1nn[nH]n1)c1ccccc1O	23	-0.13	-0.21
CCOc1cccc(C(=O)Nc2cccc(-c3nnc(-c4ccc(C)cc4)o3)c2)c1	-28	-1.4	-0.42
O=C(CSc1nnc(Cn2c(=O)sc3ccccc32)n1CCc1ccccc1)N1CCCC1	·	1.1	1.1
COC(=O)c1c(C(=O)OC)c(-c2ccccc2)n2c1CS(=O)(=O)C2	-10	0.33	0.51
CSCCC(NS(=O)(=O)c1ccccc1F)C(=O)NC(C)c1ccccc1 (stereo not drawn)	-45	·	·
Cc1c(NC(=O)c2cnn3c(C(F)(F)F)cc(-c4ccco4)nc23)c(=O)n(-c2ccccc2)n1C	13	-0.66	-0.8
CCCOC(=O)C(=O)NNc1ccccc1	0	·	·
COC(=O)c1ccc(NC(=O)c2ccccc2CC[N+](=O)[O-])cc1	31	·	·
Cc1ccccc1C(=O)N1CCN(c2ccc([N+](=O)[O-])c(NCc3cccnc3)c2)CC1	0	0.63	0.77
O=C(CSc1ncn[nH]1)Nc1ccc(Cl)c(Cl)c1	-45	1.5	0.76
Cc1cc(Oc2ccccc2)nc(-c2ccccc2)n1	-9	-1.2	-1.7
NS(=O)(=O)c1ccc(NCc2ccccc2OCc2ccccc2F)cc1	·	-1.8&-1.1	-1.3&-0.76
CC1CCN(C(C(=O)NC2CCCCC2)c2cc3c(cc2[N+](=O)[O-])OCO3)CC1 (stereo not drawn)	50	-0.85	-1.3
CN1C(=O)SC(Nc2ccccc2C(=O)O)C1=O (stereo not drawn)	33	0.39	0.25
O=C(Nc1ccc(Br)cc1)c1ccc(N2C(=O)C3CC=CCC3C2=O)cc1 (stereo not drawn)	28	-1.8	-1.5
C/C(N)=C(/C#N)C(=O)CSc1nc2scc(-c3ccc(F)cc3)c2c(=O)n1C	29	·	·
Cc1cc(-n2c(C)cc(C(=O)CSc3nnc4sc5ccccc5n34)c2C)no1	6	0.38	0.72
CCSc1nc(=S)n(CC)c(C)c1C(C)=O	-60	0.6	0.38
COc1ccc(Cl)cc1NC(=O)C(C)Sc1nncn1C (stereo not drawn)	24	0.94	0.32
COc1ccc(C(=O)N(C(C)C)C(C)C)c(OC)c1	-47	-0.75	-0.8
N#Cc1ccccc1Sc1ccccc1C(=O)Nc1ccc(Br)cc1	-39	-1.1	-0.24
COc1cccc(OC)c1C(=O)Nc1ccc([N+](=O)[O-])cn1	-16	0.04	-0.47
CC(COc1cccc2ccccc12)CN1CCN(C)CC1 (stereo not drawn)	-104	-0.17	-0.87
CCOC(=O)/C(C#N)=C1/C=CN(C)C=N1	0	2.4	2
COC(=O)c1ccccc1NS(=O)(=O)c1ccc(O)c(C(=O)O)c1	-25	2.2	1.9
CC(C)c1nnc(NC(=O)C2CCCN2S(=O)(=O)c2ccc(Cl)cc2)s1 (stereo not drawn)	·	-0.28	-0.66

Single records, as listed above. Order of screens: INS promoter inh | sdo1 growth | sdo1 growth Rescue 24 h
Record of `CC(C)c1nnc(NC(=O)C2CCCN2S(=O)(=O)c2ccc(Cl)cc2)s1` (stereo not drawn) : · | -0.28 | -0.66
Record of `Cc1cc(-n2c(C)cc(C(=O)CSc3nnc4sc5ccccc5n34)c2C)no1` : 6 | 0.38 | 0.72
Record of `NS(=O)(=O)c1ccc(NCc2ccccc2OCc2ccccc2F)cc1` : · | -1.8&-1.1 | -1.3&-0.76
Record of `CCSc1nc(=S)n(CC)c(C)c1C(C)=O` : -60 | 0.6 | 0.38
Record of `COc1ccc(Cl)cc1NC(=O)C(C)Sc1nncn1C` (stereo not drawn) : 24 | 0.94 | 0.32

(further entries)
SMILES	INS promoter inh	sdo1 growth	sdo1 growth Rescue 24 h
CCCCCCCCC[n+]1cccc2c3ccccc3ccc21	·	-2.4	-1.9
O=S1(=O)CCC(NC(=S)NC2CCS(=O)(=O)C2)C1 (stereo not drawn)	·	1	0.37
Cc1nc2c(c3c1[nH]c1ccccc13)C(=O)CC(C)(C)C2	·	-2.2	-1.3
COC(=O)c1cccc(S(=O)(=O)N(Cc2ccco2)Cc2cc3cc(OC)ccc3[nH]c2=O)c1	-46	-0.49	-0.49
Cc1oc2c(c1C(=O)Nc1cccc3ccccc13)CCCC2	3	1.5	1
CCCCCCOC(=O)Cc1c(C)nc(-c2ccccc2)[nH]c1=O	-13	-1.2	-0.12
Cc1ccc(C)c(OCc2nnc(NC(=O)c3ccco3)s2)c1	36	-2	-1.7
Cc1ccc2nc(SCC(=O)c3ccc(Cl)s3)[nH]c2c1	-43	-0.9	-1.3
CC(Nc1ccc(Br)cc1)C(=O)N/N=C/c1ccccc1OCc1ccccc1 (stereo not drawn)	11	-1.1	-1.5
CC(C)CC(COCc1ccc([N+](=O)[O-])cc1)N1CCN(C(=O)c2ccc(C(F)(F)F)cc2)CCC1=O (stereo not drawn)	0	0.13	0.17
COCCCNCCOCCOc1ccc(Cl)cc1Br	-7	-0.54	1.2
CCOC(=S)N/C(=N\S(=O)(=O)c1ccccc1)c1ccccc1	54	1.1	1.4
CCCNC(=O)c1c(N)n(-c2cccc(OC)c2)c2nc3ccccc3nc12	-6	-1.4	-1.1
CC1(C)CC(=O)C2=C(C1)OC(N)=C(C#N)C2Cc1ccccc1 (stereo not drawn)	38	-0.6	-0.44
CCOC(=O)N1CCN(C(=O)c2ccc3c(c2)N(CC)CCS3)CC1	·	0.8	0.35
CC1CCCC(C)N1C(=O)CSc1nnc(C2CCCCC2)o1 (stereo not drawn)	-25	-0.48	-0.38
CC1=C/C(=C\c2ccc3c(c2)OCO3)C(=O)S1	-35	-0.86	-0.57
CSc1ccccc1NC(=O)CN(C)CC(=O)Nc1ccc(Cl)cc1[N+](=O)[O-]	-100	·	·
CCOP(=O)(OCC)C(NCc1ccccc1)c1ccc(Br)cc1 (stereo not drawn)	32	-1.4	-0.77
CC1(C)CC(=O)C(C=NCCN2CCN(C(=S)Nc3cccc(Cl)c3)CC2)=C(O)C1	37	0.12	-0.75
CCCCCOC(=O)C(C)c1c(C)[nH]c(=S)[nH]c1=O (stereo not drawn)	·	2	0.25
Cc1cc(S(=O)(=O)N2CCCC2)ccc1OCC(=O)N1CCOCC1	78*	0.59	2.5
CCOC(=O)C(NC(=O)CCC(=O)Nc1ccc(S(N)(=O)=O)cc1)C(O)c1ccccc1 (stereo not drawn)	-63	0.46	0.85
O=[N+]([O-])c1cc2c(cc1/C=N/Nc1nc(Nc3ccccc3)nc(N3CCCCC3)n1)OCO2	-18	-0.44	1.5
COc1ccccc1OCC(=O)Nc1ccc(O)cc1C(=O)O	19	-0.17	-0.83
CC(C)NC(=S)N(C)C1(c2ccccc2Cl)CCCCC1=O (stereo not drawn)	-7	-0.55	-0.64
CC1(C)CC(CC(=O)NNc2nc(-c3ccccc3)cs2)C(=O)O1 (stereo not drawn)	·	1.9	1.9
C#CCOc1ccccc1CNc1ccccc1	-77	0.44	0.42
Cc1c(O)c(CN2CCCCC2)cc2c3c(c(=O)oc12)CCC3	9	0.4	0.25
CC(=O)Nc1ccc(C(=O)NNC(=O)Cc2ccccc2)cc1	7	·	·
N[C@@H](Cc1ccccc1)c1nnc(SCc2ccccc2Cl)o1	52	-1.3	-1.1
O=C(OCc1nc2ccccc2c(=O)[nH]1)c1cccs1	·	-0.43	0.31
O=C(/C=C/c1ccc(Cl)cc1Cl)c1cccnc1	9	-1.9	-1.2
O=C(Cn1cc(/C=N/O)c2ccccc21)N1CCOCC1	·	0.55	0.17
O=C(Cn1cc2c(n1)CCCC2)NCc1ccccn1	·	0.87	0.75
CCOC(=O)c1c(-c2ccccc2)csc1NC(=O)CSc1nncs1	0	-0.9	-1.6
CCSc1nc2c(c(=O)[nH]1)C(c1cccnc1)C(C(=O)OC)=C(C)N2 (stereo not drawn)	·	0.29	0
CCCNC(=O)CS(=O)Cc1nc(-c2ccccc2C)oc1C (stereo not drawn)	·	0.59	0.32
Cc1ccc(Cl)cc1NC(=O)COC(=O)C1CC1	-136	·	·
CC1=CC(C)(C)n2c(O)c(N=NC(N)=S)c3cccc1c32	·	0.16	1
CCCCCCc1cc2cc(C(=O)Nc3ccccc3OC)c(=O)oc2cc1O	12	1.1	1.4
COc1ccc(S(=O)(=O)Nc2cccc(NC(C)=O)c2)cc1	-40	-0.34	-0.9
CC(C)C(OC(=O)c1cccs1)C(=O)NC1CCCCC1 (stereo not drawn)	5	0.46	0.37
